FUS yeast rescue – suppressors of FUS proteinopathy in yeast | S. cerevisiae FUS-expressing, growth rescue, OD600, 24 h | Potency, µM (top dose mostly 76.6 µM), for inactives: at the highest dose growth rescue (activation), most hits filed as activators | 390,000 compounds, 0.24% hits | AID 1347120;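 also: potency is read from the fitted curve at half-maximal effect; plate controls were DMSO vehicle for no effect and reference control for full effect; nearly all actives have a fitted effect of over 55% in size; some results filed as inactive show a strong effect at the top dose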
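Yeast expressing FUS under galactose induction, OD 0.005 in 2% galactose medium; compounds in a dilution series, 24 h at 30C. Growth rescue by absorbance at 600 nm; CP55940 positive control, DMSO negative.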
aSyn yeast inh – alpha-synuclein toxicity inhibition in yeast. Yeast expressing alpha-synuclein, growth rescue, BacTiter-Glo, 24 h. Potency, µM (titrated, usually from 46.1 µM), inactives show at the top dose growth rescue (activation), usual class: activators. 370,000 compounds, 0.14% hits. AID 652106; also: potency is read from the fitted curve at half-maximal effect; % of control where 0% means no effect; nearly all actives have a fitted effect of over 65% in size
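Galactose-induced alpha-syn yeast (OD600=0.02, raffinose-pregrown) + pinned cpd, 24 hr, 30 deg C; growth by BacTiter-Glo luminescence. Growth restoration scores as activation.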
D3 ag – agonists of human D3 dopamine receptor | P35462 | D3R DiscoveRx beta-arrestin cells, luminescence, 90 min | max activation, % | 410,000 compounds, 0.58% hits; in the data active = max activation above about 30%; also: 0% is about no effect; mostly tested at two doses, the higher about 12 µM
Target sequence (P35462 whole entry, looked up): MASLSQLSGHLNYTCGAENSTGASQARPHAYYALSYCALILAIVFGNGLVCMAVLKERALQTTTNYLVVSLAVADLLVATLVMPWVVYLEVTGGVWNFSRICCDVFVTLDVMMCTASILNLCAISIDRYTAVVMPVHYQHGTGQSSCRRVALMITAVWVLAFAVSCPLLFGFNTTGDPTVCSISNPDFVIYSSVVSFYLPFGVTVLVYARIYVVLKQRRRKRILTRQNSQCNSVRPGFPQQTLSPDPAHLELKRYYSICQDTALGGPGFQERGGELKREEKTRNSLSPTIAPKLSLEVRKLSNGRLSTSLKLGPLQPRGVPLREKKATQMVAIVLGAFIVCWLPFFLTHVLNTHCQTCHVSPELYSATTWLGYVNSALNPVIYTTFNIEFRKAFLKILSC
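Cells at 1500/well, incubated overnight, then treated with pinned compounds (dopamine as control) for 90 min at 37 degrees C. DiscoveRx reagent added for 30 - 60 minutes at room temperature; luminescence read.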
EPAC2 ag – agonists of human EPAC2 (RAPGEF4); Q8WZA2; EPAC2 activation, biochemical qHTS; response scale: 100% = 6.5 mM cAMP response; Potency, µM (highest dose often 154 µM), for inactives: top-dose activation, actives largely listed as activators; 360,000 compounds, 0.079% hits; also: potency is read from the fitted curve at half-maximal effect; nearly all actives have a fitted effect of over 50% in size
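Exchange assay: 100 nM EPAC2 with 250 nM Rap1B-BODIPY-GDP and 50 uM GDP. Fluorescence (ex 480/em 540 nm) read every 5 min for 30 min at room temperature. Data normalized to 6.5 mM cAMP as agonist control.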
Abeta rescue – A-beta toxicity reversal in yeast; yeast expressing A-beta42, growth rescue, OD600, 48 h; response scale: 0% DMSO, 100% iron-clioquinol control; Potency, µM (doses to about 46.1 µM), without a hit: top-dose growth rescue, usual class: activators; 410,000 compounds, 0.063% hits; AID 1347071; also: potency is read from the fitted curve at half-maximal effect; nearly all actives have a fitted effect of over 55% in size
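Growth rescue measured by 600 nm absorbance after 48 h yeast culture at 30 C with compound. Values normalized between DMSO and an equimolar ferric chloride plus clioquinol control.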
TDP-43 yeast inh – TDP-43 toxicity inhibition in yeast | TDP-43 expressing yeast growth rescue, BacTiter-Glo, 24 h | AID 652104 | 410,000 compounds, 1.8% hits | Potency, µM (series often up to 46.1 µM), inactives show at the top dose growth rescue (activation), actives largely listed as activators; also: potency is read from the fitted curve at half-maximal effect; % of control where 0% means no effect; nearly all actives have a fitted effect of over 50% in size
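Growth rescue of TDP-43-toxic yeast measured as ATP luminescence (BacTiter-Glo). Cells grown to mid-log in raffinose, induced in galactose at OD600=0.02, exposed to compound 24 hr at 30 deg C.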
DRD3 antagonist – blocks the human D3 dopamine receptor | max response, negative = inhibition, % | 360,000 compounds, 2.5% hits | P35462 | AID 652054 | D3R cells, DiscoveRx beta-arrestin luminescence, antagonist mode; active compounds read low; in the data active = max response below about -50%; inconclusive = no clear call, values can overlap the other calls; also: % is scaled to controls: 0 for no effect and ±100 for the full control effect; mostly tested at two doses, the higher about 12 µM
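Cells plated overnight at 1500 cells/well, then exposed to library compounds with dopamine controls for 90 minutes at 37 degrees C. DiscoveRx reagent added for 30–60 minutes at room temperature; luminescence read, quantitative HTS format.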
EPAC2 antag – antagonists of human EPAC2 | EPAC2 GEF exchange of Rap1B-BODIPY-GDP, fluorescence | Potency, µM (titrated, usually from 114 µM), without a hit: at the highest dose activity, negative = inhibition, actives largely listed as inhibitors | 360,000 compounds, 0.18% hits | AID 720708; also: potency is read from the fitted curve at half-maximal effect; % is scaled to controls: 0 for no effect and ±100 for the full control effect; nearly all actives have a fitted effect of over 45% in size; many of its hits are not listed in these tables
* = called active by the depositor; ? = inconclusive; / = no result given; & = joins results of further samples; [ ] = dose if it differs, or a comment. Unless noted, calls follow the shape of the dose curve; as a rule, active = well fitted curve in the direction sought with a large enough effect; inconclusive = small, poorly fitted or top-dose-only effect, or another doubt; inactive = no such curve, though single readings can be large; an effect the other way counts as inactive or inconclusive. The list is partial (hit frequency here may not be typical).

molecule	FUS yeast rescue	aSyn yeast inh	D3 ag	EPAC2 ag	Abeta rescue	TDP-43 yeast inh	DRD3 antagonist	EPAC2 antag
C#CCOCCOCCOCCNc1nc(N2CCN(C(=O)CCCCCCCCCCNC(=O)[C@H]([C@@H](C)CC)n3cc(CCCCCN)nn3)CC2)nc(N2CCN(C(=O)CCCCCCCCCCNC(=O)[C@H](CO)n3cc(CCCCCN)nn3)CC2)n1	14.1µM*	-41.1%[inhibitor]	0.9	0.9%	1.5%	7.7%	-19.8	2.8%
CNC(=O)NC(=O)CSc1nc2sccc2c(=O)n1-c1ccccc1	?	-2.8%	-5.9	7.3%	-3.1%	-22.0%	9.1	-14.2%
Cc1nc(SCC(=O)N2CCN(c3ccccc3)CC2)c2oc3ccccc3c2n1	?	-0.9%	42.2*	22.3%	-24.4%	-7.9%	117.6	-2.2%
OCCNC(=S)NCCc1ccccc1	-6.7%	-14.3%	-10.5	-0.3%	-22.4%	-14.2%	-1.4	1.3%
CSc1nc(-c2ccc(N(C)C)cc2)c(C#N)c(=O)n1C	-9.8%	-7.6%	-2.5	21.7%	1.1%	9.6%	?	22.3%
Cc1nn(C(C)C(=O)N2CCN(c3ccccn3)CC2)c(=O)c2cc3occc3n12 (stereo unspecified)	-10.4%	-2.6%	-2.8	-1.9%	-7.6%	3.1%	-9.0	4.8%
Nc1nc2nc(-c3ccc(Cl)cc3)cc(C(F)(F)F)n2n1	6.5%&38.2%	1.2%	-7.5&10.7	15.6%	-23.2%&-4.6%	24.7%&6.2%	22.7	-3.9%
Cc1ccc(NC(=O)COC(=O)c2ccccc2F)cc1S(=O)(=O)N1CCCCC1	14.9%	0.2%	6.6	0.7%	?	15.5%	62.5	-29.0%
Cc1ccc(-c2cc(C(=O)NCc3cnn(C)c3)c3cc(Br)ccc3n2)cc1	4.4%&-8.7%	-4.7%	8.0&6.3	-3.6%	3.1%&1.8%	11.7%&2.9%	56.7	11.2%
O=[N+]([O-])c1ccc(OCC(O)CN(CCO)CCO)cc1 (stereo unspecified)	-14.6%	-5.9%	5.6	10.9%	3.9%	2.4%	-13.8	-7.3%
Cc1cc2oc(=O)cc(CN3CCN(Cc4ccccc4)CC3)c2cc1Cl	14.6%	-0.3%	-15.2	3.3%	-17.6%	-22.7%	?	-5.5%
C=CCN1C(=O)c2cccc3c(N4CCCCC4)ccc(c23)C1=O	-15.4%	12.0%	8.3	100µM*	-8.7%	-6.1%	3.3	66.7%[activator]
COc1ccccc1N1CCN(C(=S)NC(=O)/C=C/c2ccccc2)CC1	53.3%	-12.5%	-21.4	5.0%	-22.3%	-23.5%	-15.2	-4.1%
C=CCSc1nc2sc3c(c2c(=O)n1CC)CCC3	37.3%	4.8%	0.4	-0.2%	-20.0%	17.3%	45.1	-26.7%
Cc1ccc(Nc2nc(N)nc(CSc3nccn3C)n2)cc1	7.5%	3.0%	-0.1	-5.9%	1.8%	-4.1%	0.8	2.2%
COc1ccc(C(C(=O)NC2CCCC2)N(CCN2CCOCC2)C(=O)c2ccc(OC)c(OC)c2)cc1 (stereo unspecified)	5.6%	-10.8%	4.6	5.0%	23.0%	-9.5%	14.0	10.3%
CCOc1ccc(C(=O)NC2CCN(S(C)(=O)=O)CC2)cc1	-6.1%	-3.9%	-0.2	2.8%	2.5%	6.5%	20.9	0.4%
O=C(Cn1c(=O)oc2cc(S(=O)(=O)N3CCCC3)ccc21)N1CCN(c2ccccc2)CC1	11.6%	-1.0%	-8.1	13.2%	-4.9%	-0.8%	-58.4*	4.5%
CC(C)(C)NC(=O)c1ccc(COc2ccccc2Br)o1	23.0%	12.9%	5.4	5.5%	-0.8%	22.1%	22.6	-4.5%
O=C(O)c1ccccc1OCc1ccccc1Br	-31.1%	-4.1%	-2.8	8.4%	-21.3%	-1.7%	-8.0	10.2%
CCOc1ccccc1-c1nc2c(s1)CCc1onc(-c3ccc(OC)cc3)c1-2	-12.2%	-2.3%	-5.8	0.0%	-9.8%	-12.4%	1.0	12.6%
Cc1ccc(N(CC(=O)Nc2ccccc2-c2ccccc2)S(=O)(=O)c2ccccc2)cc1	?	14.4%	3.4	8.7%	4.7%	2.6%	18.0	-2.6%
CC(=O)NC(Cc1c[nH]c2ccccc12)C(=O)N1CCc2ccccc2C1 (stereo unspecified)	11.8%	-3.2%	-15.2	5.9%	2.0%	-2.8%	-20.4	-3.1%
Cc1ccccc1NC(=O)/C=C/c1ccc([N+](=O)[O-])s1	8.1%	14.8%	-9.0	0.5%	-1.6%	?	-50.7*	11.9%
CC(=O)c1ccc(N2CCN(C(=O)CCc3nnc4n(C)c(=O)c5sccc5n34)CC2)cc1	-11.4%	/	-2.2	/	-1.2%	0.0%	/	/
CC(C)c1ccc(C(=O)Nc2ccc(S(=O)(=O)NC3=NCCCCC3)cc2)cc1	?	-0.2%	-3.9	6.7%	-8.3%	-11.8%	0.0	-3.4%
CN(CC1CCCN(CCc2cccc(C(F)(F)F)c2)C1)C(=O)c1ccco1 (stereo unspecified)	-2.5%	0.9%	-12.7	2.6%	13.7%	10.1%	-62.9*	-4.2%
Cc1cccc(C(C)C)c1NC(=O)COC(=O)Cc1ccsc1	/	4.1%	-2.3	4.3%	-11.7%	22.6%	16.7	10.4%
Nc1nc(NCc2ccco2)nc(N2CCCCCC2)c1[N+](=O)[O-]	15.1%	-0.7%	4.3	10.0%	15.2%	0.9%	12.3	?
CCOC(=O)c1c(C)cccc1OCC(N)=O	-23.8%	2.2%	0.8	-3.6%	23.2%	11.9%	?	5.2%

3 compounds from above with just EPAC2 antag and FUS yeast rescue.
SMILES	EPAC2 antag	FUS yeast rescue
CC(=O)c1ccc(N2CCN(C(=O)CCc3nnc4n(C)c(=O)c5sccc5n34)CC2)cc1	/	-11.4%
CC(C)c1ccc(C(=O)Nc2ccc(S(=O)(=O)NC3=NCCCCC3)cc2)cc1	-3.4%	?
CN(CC1CCCN(CCc2cccc(C(F)(F)F)c2)C1)C(=O)c1ccco1 (stereo unspecified)	-4.2%	-2.5%

(continued)
molecule	FUS yeast rescue	aSyn yeast inh	D3 ag	EPAC2 ag	Abeta rescue	TDP-43 yeast inh	DRD3 antagonist	EPAC2 antag
CCOc1ccc(Nc2ncnc3c2cnn3Cc2ccccc2)cc1	29.1%	-20.1%	-8.1	27.1%	10.7%	?	-14.4	-20.2%
COc1cc(CCNC(=O)CCCn2c(=O)c3cccn3c3cccnc32)cc(OC)c1OC	18.8%	-0.1%	-0.8	-0.1%	12.3%	-6.7%	-0.7	-8.5%
COCCN(C(=S)Nc1ccc(OC)c(Cl)c1)C1CCN(C(C)=O)CC1	4.2%	12.4%	3.1	11.5%	-9.6%	5.7%	-25.7	-11.2%
NC(=O)COC(=O)c1ccccc1Oc1ccccc1	-14.3%	1.8%	8.5	-1.3%	-16.0%	-11.8%	14.3	7.9%
Cc1ccc(/C=C/C(=O)O)cc1S(=O)(=O)N(CCO)CCO	15.5%	0.3%	0.1	-10.7%	-1.5%	-3.5%	2.6	-5.5%
NCCC1CN(C(=O)OCc2ccccc2)c2ccccc21 (stereo unspecified)	/	7.6%	7.4	-0.8%	8.6%	16.1%	-20.0	9.3%
CCOc1ccc(-n2c(-c3ccccc3)c(C)n3c4c(=O)n(C)c(=O)n(C)c4nc23)cc1	-15.4%	-1.0%	-3.4	/	-15.5%	21.7%	/	/
O=C(COc1ccc([N+](=O)[O-])cc1)Nn1cnnc1	-22.1%	-10.8%	-6.8	6.0%	-10.9%	-15.2%	-9.4	-3.3%
Cc1cc(C(=O)Nc2ccc(CC(=O)O)cc2)c(C)o1	16.8%	-6.6%	-3.9	13.0%	-3.5%	-19.7%	-7.2	1.5%
CN(C)C(CNC(=O)c1cccc(S(=O)(=O)NCc2ccccc2)c1)c1ccccc1 (stereo unspecified)	4.3%	0.6%	-14.3	-6.0%	-7.9%	-2.1%	-28.4	-2.2%
CC1(C(=O)NS(=O)(=O)c2ccccc2)CCN1C(=O)CCc1ccccc1 (stereo unspecified)	-14.0%	-1.5%	-12.1	6.9%	-12.0%	12.0%	-11.3	0.5%
CNc1cncc(-c2ccc(S(C)(=O)=O)cc2)n1	-24.5%	0.1%	2.3	8.8%	9.4%	14.7%	8.5	-11.5%
O=C(Cn1c(=O)oc2cc(S(=O)(=O)N3CCCCCC3)ccc21)NC1CCCCCCC1	-9.5%	0.1%	5.6	1.2%	1.0%	19.6%	19.0	6.7%
CCOc1ccccc1Nc1cc(C)nc2nc(C)nn12	-9.1%	-0.3%	3.3	5.7%	?	23.1%	6.8	-3.3%
COc1ccc(Br)cc1S(=O)(=O)NNC(=O)c1c(C)nc2ccccn12	5.3%	-1.7%	5.3	0.2%	-3.6%	6.4%	5.7	1.5%
CC(C)CCOc1cccc(C2c3c(oc4ccccc4c3=O)C(=O)N2CCCN2CCOCC2)c1 (stereo unspecified)	1.2%	-1.4%	-2.4	17.5%	2.7%	-4.3%	6.9	-9.5%
COc1ccccc1OCC(=O)NNC(=O)Nc1ccccc1	-1.7%	2.7%	-3.5	11.8%	6.4%	-9.4%	6.1	-7.0%
CC(C)(C)NC(=O)C(CCc1ccccc1)n1c(=O)c(-c2cc3ccccc3[nH]2)nc2ccccc21 (stereo unspecified)	?	?	2.0	-0.8%	?	?	17.7	-8.3%
COc1ccc(Nc2cc(C)nc3c(C)c(C)ccc23)cc1	-9.2%	2.7%	-3.1	/	-13.3%	5.6%	/	/
CCn1cc(S(=O)(=O)Nc2ccc(Cl)cc2F)cn1	-12.4%	-0.1%	-7.8	-2.1%	-12.9%	2.6%	6.9	6.1%
O=C(COC(=O)/C=C/c1cccc(Cl)c1)NCCc1ccc(Cl)cc1Cl	14.5%	-3.0%	-23.0	13.4%	0.3%	-7.8%	-3.8	-6.7%
O=C(NCc1nc(-c2ccc(C(F)(F)F)cc2)no1)Nc1ccc(F)cc1F	-21.6%	1.6%	13.5	-5.0%	11.2%	1.4%	4.0	5.7%

Screens: PubChem, National Center for Advancing Translational Sciences (NCATS)
